Source: PubChem BioAssay (several laboratories)
IEC-6 cytotox – counter-screen for KLF5 inhibitors: cytotoxicity in IEC-6 cells; 0.78% of 290,000 active; inhibition, % at 5 µM; AID 1825; IEC-6 cytotoxicity, luminescence viability; in the data active = inhibition above about 22%;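 also: 0% = plate median of test compound wells and 100% = cytotoxic reference compound wells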
HSF-1 act – increases HSF-1 driven luciferase reporter signal | NIH3T3-HGL HSF-1 luciferase reporter, MG132, 8 h; 100% = twice DMSO control signal | activation, % at 9 µM | 1.7% of 300,000 active;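 active = mean replicate activation of at least 50% with a set share of replicates each reaching 50%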;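 also: 0% = median of the neutral control wells and 100% = twice that signal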
KLF5 inhibitor – inhibitors of KLF5 expression | DLD-1 KLF5 promoter-luciferase reporter, luminescence | AID 1700 | inhibition, % at 5 µM | 0.23% of 290,000 active;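 active = inhibition above a per-plate limit of that plate's mean compound inhibition plus 3 SD, cut at about 60% in these data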;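 also: 0% = DMSO wells and 100% = LY294002 at 200 µM; higher means less KLF5 promoter-driven luciferase light; inactives centre near -14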
Platelet DG rel – platelet dense granule release activity; inhibition, %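 (compounds screened at 7.5 µM in platelet-rich plasma)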; human platelet-rich plasma, SFLLRN dense granule ATP release, luminescence; 0.22% of 300,000 active;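 active = mean replicate score, as percent of positive control, at or above 50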
HSF1 inh – HSF1 inhibition | NIH3T3-HGL HSE-luciferase, MG132-induced, luminescence 8 h; hits give low values | activity change, negative = inhibition, % at 7.5 µM (by protocol) | 0.77% of 300,000 active;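 active = more than half of replicate wells show activity change below -50%, luminescence cut by over half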;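 also: luciferase reports HSF-1 transcriptional activity via heat shock element; 0% = median of DMSO wells and -100% = zero luminescence signal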
SKKanGAS inh – inhibitors of SKKanGAS S. pyogenes growth in kanamycin (SK-promoter or general growth effect); BacTiter-Glo, 6 h; inhibition, % at 7.5 µM; 1.3% of 300,000 active;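 active = mean replicate score, as percent of positive control median, at least 50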;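 also: strain carries kanamycin resistance gene driven by streptokinase promoter and grows in 40 µg/ml kanamycin; loss of luminescence reflects streptokinase promoter inhibition or plain growth inhibition; 0% = median of DMSO wells and 100% = positive control at its reference dose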
HIF activator – HIF pathway transcriptional activation; U2OS HRE-luciferase reporter, luminescence; normalized: DMSO 0%, desferrioxamine 100%; activation, % at 7.5 µM (by protocol); 0.32% of 300,000 active; AID 1910;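 active = mean activation of at least 10% of the iron chelator positive control signal, with at least half of replicates also reaching 10%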
AI-2 QS mod – modulators of Vibrio harveyi AI-2 quorum sensing system. activity change, % at 7.5 µM. Vibrio harveyi JMH597 AI-2 luminescence/OD600 ratio, 9 h; hits give low values; strain lacks LuxN and CqsS sensors; 0 = neutral-control median. 0.4% of 300,000 active; in the data active = activity change below about -75%, passing the limit was not always enough;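 also: luminescence divided by OD600 gain over 9 h not by final OD600 alone; inactives centre near 13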
aSyn 5UTR inh – 5' untranslated region of α-synuclein, MLPCN primary screen; alpha-synuclein 5'UTR reporter, inhibitor activity; inhibition, % (tested at 7.5 µM); 0.82% of 300,000 active; in the data active = inhibition above about 60%;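 also: H4 neuroglioblastoma cells stably carrying SNCA 5'UTR luciferase fusion; 0% = DMSO wells and 100% = positive control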
HSP90 inh – blocks HSP90-mediated luciferase refolding in reticulocyte lysate; Rabbit reticulocyte lysate, luciferase refolding luminescence, 3 h; inhibition, % at 5.6 µM; AID 1789; 0.91% of 290,000 active;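 active = inhibition above the screen-wide mean plus 3 SD, computed separately per campaign, cut at about 16% in these data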;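 also: 0% = DMSO wells and 100% = 60 µM geldanamycin wells; inhibitors lower the luminescence because luciferase stays unfolded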
An asterisk follows results filed as active; . = not tested or not shown. An excerpt; the hit share may differ from the screen's.

Every second line gives: IEC-6 cytotox	HSF-1 act	KLF5 inhibitor	Platelet DG rel	HSF1 inh	SKKanGAS inh	HIF activator	AI-2 QS mod	aSyn 5UTR inh	HSP90 inh
> O=c1[nH]c(=O)n(CCc2ccccc2)c(O)c1C=NCc1ccc2c(c1)OCO2
    2	-3	-20	-1	0	-9	-1.4	12	14	0
> CC(C)Oc1cccc(C(=O)C2CCCN(Cc3ccon3)C2)c1 (stereo unspecified)
    -7	-2	-27	0	1	0	1.0	25	-18	1
> CN1C(=O)N(C)C(=O)C2(Cc3ccccc3N3CCCC32)C1=O (stereo unspecified)
    -7	18	-2	9	-8	8	-0.1	9	4	-4
> CCCC1=C(C(=O)OCC)C2(C(=O)Nc3ccccc32)C(C#N)=C(N)O1 (stereo unspecified)
    10	-5	-17	-3	-5	1	-0.9	9	7	1
> O=c1c2ccccc2[nH]c(=S)n1-c1ccc2c(c1)OCO2
    3	1	1	-1	-2	3	-0.2	9	11	2
> COc1ccccc1OC(=O)c1ccc(C)c(S(=O)(=O)N2CCOCC2)c1
    0	0	-21	-2	4	4	0.1	2	-1	0
> CCOc1ccccc1N1C(=O)CC(=O)NC1=O
    -2	9	7	3	4	-11	-0.1	20	-5	-1
> Cc1ccc2cccc(OC(=O)N(C)c3ccccc3)c2n1
    2	11	-19	1	1	3	0.3	0	4	5
> Fc1cccc(F)c1-c1nc(-c2ccc(Cl)cc2)no1
    -1	24	-6	-13	14	5	3.8	5	-43	-3
> COc1ccccc1C1CC2CCC(C1OC(C)=O)N2Cc1ccccc1 (stereo unspecified)
    -7	3	-35	-4	0	-6	-19	19	4	5
> O=C(CCc1nnc2ccc(NCc3ccccc3)nn12)N1CCC2(CC1)OCCO2
    -2	-4	-11	-9	-9	-9	-0.4	30	3	-4
> CC(Cc1ccccc1)[n+]1cc(/N=C(\[O-])N(C)C)on1 (stereo unspecified)
    -1	8	-15	-6	-7	-1	2.2	9	3	1
> C/C(=N\N1CCCCCC1)c1c(O)n(-c2ccccc2)c(=O)[nH]c1=O
    1	-4	-20	-8	-2	4	0.1	9	14	2
> COc1ccc(N2C(=O)/C(=C/c3ccc(C)o3)C(=O)NC2=S)c(OC)c1
    -3	-3	-53	6	-1	-2	-1.1	20	-13	0
> O=C(c1c[nH]c2ccc(S(=O)(=O)N3CCC4(CC3)OCCO4)cc2c1=O)N1CCC2(CC1)OCCO2
    4	8	-19	-16	-5	4	0.0	25	9	0
> COC(=O)C1=C(c2cc3ccccc3s2)C[C@@H]2CC[C@H]1N2C(=O)NCc1ccco1
    .	-3	.	0	0	12	-0.3	16	12	.
> COc1cc2nc(CN3CC=C(c4ccccc4)CC3)[nH]c(=O)c2cc1OC
    .	36	.	0	14	-1	0.5	22	-9	.
> Cc1ccc2c(c1)CCCN2N=O
    9	-9	7	-7	-5	-5	0.0	-9	-7	2
> Cc1ccc(-n2c(O)c(/C=N/c3ncc(Br)cc3Br)c(=O)[nH]c2=O)cc1
    -6	7	-8	12	-4	9	1.7	15	32	4
> O=C1N[C@H](Cc2ccccc2)C(=O)N2[C@@H]3[C@H](C[C@@H]12)c1ccccc1N3OOSc1ccccc1
    .	-18	.	-4	-6	-1	-0.9	2	0	.
> O=c1c2ccccc2nc(-c2ccc(Cl)cc2Cl)n1-c1ccncc1
    0	-8	-5	10	3	2	0.1	19	4	1
> CNC(=O)OCc1n(C)cc[n+]1C
    -1	0	3	-12	1	-12	0.8	4	3	-3
> OC1/C(=C/c2ccccc2C(F)(F)F)N2CCC1CC2 (stereo unspecified)
    -2	-82	2	21	-78*	4	0.4	4	20	-3
> CN1CCCN(C(=O)COc2ccc(F)cc2F)CC1
    -6	-4	-18	5	-2	7	-0.5	16	-8	-4
> O=[N+]([O-])c1cc([As](=O)(O)c2ccc(O)c([N+](=O)[O-])c2)ccc1O
    1	14	-10	-8	2	6	3.7	-2	0	4
> C=CCn1c(O)c(C(C)=NCCC2=CCCCC2)c(=O)[nH]c1=O
    -3	18	13	-7	7	-8	-0.5	13	26	-2
> CCC(=NCCCO)c1c(O)n(-c2ccc(OC)cc2)c(=O)[nH]c1=O
    2	-13	-13	-2	-7	-1	-0.2	15	-8	-1
> COC(=O)C(O)(c1c(C)[nH]n(-c2ccccc2)c1=O)C(F)(F)F (stereo unspecified)
    -1	2	4	-2	8	2	0.3	11	8	3
> O=C(c1ccccc1[N+](=O)[O-])N1CCC2(CC1)OCCO2
    1	25	-35	2	-4	0	0.2	22	21	-5
> CN1CCN(c2ccc([N+](=O)[O-])c(SCCO)c2)CC1
    -9	-13	5	1	-5	-5	-0.2	12	-8	10

3 entries out of the list, ordered by number of heavy atoms, rising.
Every second line gives: IEC-6 cytotox	HSF-1 act	KLF5 inhibitor	Platelet DG rel	HSF1 inh	SKKanGAS inh	HIF activator	AI-2 QS mod	aSyn 5UTR inh	HSP90 inh
> OC1/C(=C/c2ccccc2C(F)(F)F)N2CCC1CC2 (stereo unspecified)
    -2	-82	2	21	-78*	4	0.4	4	20	-3
> CCC(=NCCCO)c1c(O)n(-c2ccc(OC)cc2)c(=O)[nH]c1=O
    2	-13	-13	-2	-7	-1	-0.2	15	-8	-1
> Cc1ccc(-n2c(O)c(/C=N/c3ncc(Br)cc3Br)c(=O)[nH]c2=O)cc1
    -6	7	-8	12	-4	9	1.7	15	32	4

2 of the compounds above, with each value named:
Molecule: O=C1N[C@H](Cc2ccccc2)C(=O)N2[C@@H]3[C@H](C[C@@H]12)c1ccccc1N3OOSc1ccccc1
  IEC-6 cytotox: .
  HSF-1 act: -18
  KLF5 inhibitor: .
  Platelet DG rel: -4
  HSF1 inh: -6
  SKKanGAS inh: -1
  HIF activator: -0.9
  AI-2 QS mod: 2
  aSyn 5UTR inh: 0
  HSP90 inh: .

Molecule: OC1/C(=C/c2ccccc2C(F)(F)F)N2CCC1CC2 (stereo unspecified)
  IEC-6 cytotox: -2
  HSF-1 act: -82
  KLF5 inhibitor: 2
  Platelet DG rel: 21
  HSF1 inh: -78*
  SKKanGAS inh: 4
  HIF activator: 0.4
  AI-2 QS mod: 4
  aSyn 5UTR inh: 20
  HSP90 inh: -3

Next part
Every second line gives: IEC-6 cytotox	HSF-1 act	KLF5 inhibitor	Platelet DG rel	HSF1 inh	SKKanGAS inh	HIF activator	AI-2 QS mod	aSyn 5UTR inh	HSP90 inh
> Cc1ccc(C(=O)N[C@@H](C)CN2C3=NC[C@H](Cc4ccccc4)N3C[C@H]2Cc2ccc(O)cc2)cc1Br
    .	-5	.	-1	8	1	0.5	18	-15	.
> CN1CCN(Cc2cc(=O)n3ccsc3n2)CC1
    -2	-26	-11	0	-7	-1	0.3	14	10	-6
> O=C(N/N=C1/CN2CCC1CC2)c1cc2ccccc2cc1O
    -9	12	2	1	6	3	-0.1	12	-1	-3
> N[C@@H](Cc1c[nH]c2ccccc12)c1nnc(SCc2ccc(F)cc2)o1
    -4	22	-5	3	1	-3	-0.5	40	4	-5
> O=C1CN=C(c2ccc(Br)cc2)c2c(sc3c2CCCC3)N1CCN1CCCCC1
    -6	13	-14	2	6	2	-1.3	4	8	-3
> O=c1[nH]c(=O)n(CCC2=CCCCC2)c(O)c1C=NCc1cccnc1
    6	-9	10	-7	5	-10	0.1	0	-1	3
> COc1cc(CN=C(C)c2c(O)n(C3CCCCC3)c(=O)[nH]c2=O)cc(OC)c1
    -4	7	-7	6	1	-2	-0.6	1	45	-1
> CC(C)(C)C(=O)c1cn(CC(=O)NCc2ccco2)c2ccccc12
    -2	17	-58	2	9	3	3.6	22	-143	-3
> O=C(c1cc(S(=O)(=O)N2CCC3(CC2)OCCO3)ccc1F)N1CCC2(CC1)OCCO2
    -7	-4	-15	5	-6	-46	0.5	13	2	1
> Cn1c(O)c(/C=C2\C=Nc3ccccc32)c(=O)n(C)c1=O
    5	-8	5	-8	-10	8	1.3	1	37	6
> Cc1ccc(N=C(/N=C(\N)N[N+](=O)[O-])Nc2ccc(C)cc2)cc1
    .	26	.	9	-3	4	0.2	9	-12	.
> N/C(=N\N=C\c1ccc(O)cc1O)N[N+](=O)[O-]
    -4	11	-2	23	-13	5	-21	7	-8	2
> O=C(CN1CC=C(c2ccccc2)CC1)NC(=O)NCc1ccccc1
    4	-57	-2	-3	-44	4	-0.5	10	31	13
> CN1C(=O)C(=Cc2c(OCc3cnc(Cl)s3)ccc3ccccc23)C(=O)N(C)C1=O
    5	61*	-43	2	54	-13	3.7	41	-42	-1
> CCN(CC)C(=O)c1ccc(NC(=O)c2cccc(S(=O)(=O)N3CCN(C)CC3)c2)cc1
    1	6	4	0	0	-8	0.1	34	2	2
> CCC1(CC)C(=O)NC(=Nc2cccc(C(F)(F)F)c2)NC1=O
    7	6	1	-2	-7	-3	-0.2	22	35	3
> Cc1cc(C)cc(-n2c(O)c(C=Nc3ccc(N4CCOCC4)cc3)c(=O)[nH]c2=S)c1
    -5	6	-6	10	-4	7	0.9	25	-11	1
> C[N+]12CN3CN(CN(C3)C1)C2
    -4	-26	-4	-3	-5	1	0.5	7	17	2
> CCOC(C[n+]1c(-c2ccccc2)cc(C)cc1-c1ccccc1)OCC
    .	-13	.	0	-4	2	1.9	30	-5	.

Single records (already shown). Screens in order: IEC-6 cytotox | HSF-1 act | KLF5 inhibitor | Platelet DG rel | HSF1 inh | SKKanGAS inh | HIF activator | AI-2 QS mod | aSyn 5UTR inh | HSP90 inh
Cc1ccc(N=C(/N=C(\N)N[N+](=O)[O-])Nc2ccc(C)cc2)cc1 in the list: . | 26 | . | 9 | -3 | 4 | 0.2 | 9 | -12 | .
O=c1[nH]c(=O)n(CCC2=CCCCC2)c(O)c1C=NCc1cccnc1 in the list: 6 | -9 | 10 | -7 | 5 | -10 | 0.1 | 0 | -1 | 3
CCN(CC)C(=O)c1ccc(NC(=O)c2cccc(S(=O)(=O)N3CCN(C)CC3)c2)cc1 in the list: 1 | 6 | 4 | 0 | 0 | -8 | 0.1 | 34 | 2 | 2
N[C@@H](Cc1c[nH]c2ccccc12)c1nnc(SCc2ccc(F)cc2)o1 in the list: -4 | 22 | -5 | 3 | 1 | -3 | -0.5 | 40 | 4 | -5
Cn1c(O)c(/C=C2\C=Nc3ccccc32)c(=O)n(C)c1=O in the list: 5 | -8 | 5 | -8 | -10 | 8 | 1.3 | 1 | 37 | 6
